Bioassay records as filed in PubChem.
Lipid storage S3 – qHTS Assay for Lipid Storage Modulators in Drosophila S3 Cells | Drosophila S3 cells, BODIPY lipid droplet fluorescence, 18-24 h; cells fed with added oleic acid | Potency in µM for hits, for the others lipid storage change, negative = inhibition, % at the top dose, mostly 46.1 µM | actives 0.64% (n = 320,000); active means well fitted inhibition curve with a large enough effect in the signal ratio, with a control signal flat, not every such curve was filed as active; inconclusive means small, poorly fitted or top-dose-only effect, or effect the other way, or a change in a side signal; the % refers to the signal ratio
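Drosophila S3 cells got compounds at several concentrations plus oleic acid (400 uM solution). Laser-scanning cytometry with 488 nm excitation read lipid droplets at 500-530 nm and cells at 575-640 nm. Percent activity was relative to 20 uM Triacsin C.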
Lipid storage S3 cell count max – second read-out of Lipid storage S3, no call of its own (marks repeat the call); cell number change, %; measured here: cell count max response;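 cells counted by Cell Tracker Red CMTPX staining in the red channel; peak over a dose series mostly up to 46.1 µM; percent activity relative to internal control wells on each plate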
Starred values were filed as active, the others as inactive; i = inactive; ? = inconclusive; . = no result given; [ ] = dose if it differs, or a comment. On the % scale 0 is the no-effect control and ±100 the full control effect; potency means the concentration at half of the fitted maximal effect.

SMILES | Lipid storage S3 | Lipid storage S3 cell count max
CCN(C(=O)COc1cc(OC)ccc1C(C)=O)C1CCS(=O)(=O)C1 (stereo not given) | ? | .
CCCc1ccc(NC(=O)C2CCN(c3cnccn3)CC2)cc1 | ? | .
O=S(=O)(N/N=C\C=C\c1ccccc1)c1ccc(Cl)cc1 | 12µM* | -34*
CCCN1CCN(CCNC(=O)Nc2ccccc2Cl)CC1 | 16% | 19
Cn1c(C(=O)N2CCCc3ccccc32)cc2c(=O)n3ccccc3nc21 | ? | .
OC1(c2ccc(Br)cc2)CN(c2ccccc2)C2=[N+]1CCS2 (stereo not given) | -2% | -15
O=C1C(Cl)=C(NC2CCCCC2)C(=O)N1Cc1ccccc1 | 0% | 0
CCOc1ccc(N2C(=O)CC(NCCNc3ccc(C(=O)c4cccs4)cc3)C2=O)cc1 (stereo not given) | ? | .
CN1CCN(C(=O)CSc2nnc(COc3ccccc3)o2)CC1 | ? | .
OCCn1c(C(F)(F)F)nc2ccccc21 | 3% | -15
C/C(O)=C(\C#N)P(=O)(c1ccccc1)c1ccccc1 | 9% | 1
O=C(CSc1nnc(-c2cccs2)n1CC1CCCO1)N1CCCC1 (stereo not given) | -3% | 14
O=C(CSc1n[nH]c(-c2ccco2)n1)Nc1ccccc1F | ? | .
Cc1cnc2cc(Cl)ccc2c1SCC(=O)O | -1% | 12
CSCCC(NS(=O)(=O)c1ccc(C)cc1)C(=O)NNC(=O)c1csc(N2CCOCC2)n1 (stereo not given) | ? | .

Three entries out of the list, ordered by length of the SMILES, smallest number first:
SMILES | Lipid storage S3 | Lipid storage S3 cell count max
O=C1C(Cl)=C(NC2CCCCC2)C(=O)N1Cc1ccccc1 | 0% | 0
O=C(CSc1nnc(-c2cccs2)n1CC1CCCO1)N1CCCC1 (stereo not given) | -3% | 14
OC1(c2ccc(Br)cc2)CN(c2ccccc2)C2=[N+]1CCS2 (stereo not given) | -2% | -15

Next compounds follow:
SMILES | Lipid storage S3 | Lipid storage S3 cell count max
COCCCN=Cc1c(-c2ccccc2)[nH]n(-c2nc3ccccc3s2)c1=O | ? | .
CCC(C)c1ccc(NC(=O)CC(C)=O)cc1 (stereo not given) | ? | .
O=C(COC(=O)C1CCCCC1)Nc1cc([N+](=O)[O-])ccc1F | -1% | -3
Cc1cc(C)c(C#N)c(OCC(=O)c2ccc(Br)cc2)n1 | ? | .
COc1cccc(C(=O)Nc2c3c(nn2-c2ccc([N+](=O)[O-])cc2)CS(=O)(=O)C3)c1 | ? | .
CC(=O)Nc1ccc(S(=O)(=O)NC2(C(F)(F)F)C(=O)Nc3c2c(=O)n(C)c(=O)n3C)cc1 (stereo not given) | ? | .
COc1ccc(C(=O)N[C@H](C(=O)OCc2nc3ccsc3c(=O)[nH]2)C(C)C)cc1 | i | .
COCCNC(=O)C(c1cccs1)N(C(=O)Cn1nnc2ccccc21)c1ccccc1 (stereo not given) | i | .
O=C(Nc1ccc(C(F)(F)F)cc1)C1CCN(S(=O)(=O)c2ccc(N3CCCC3=O)cc2)CC1 | 17% | -1
Cc1ccc(S(=O)(=O)Nc2ccc(NC(=O)/C=C/C(=O)O)cc2)cc1 | ? | .
COc1cc(C)c(Cl)cc1S(=O)(=O)NC1CC(C)(C)NC(C)(C)C1 | 2% | 11
Cc1ccsc1C(=O)OCC(=O)NC1CCCC1 | 0.52µM* | -11*
Cc1ccc(-c2nc(CS(=O)(=O)CC(=O)NCCCN3CCOCC3)c(C)o2)cc1 | i | 7
c1ccc2nc(-c3nc4ccccc4o3)ccc2c1 | ? | .
CCN(CC)CCN1C(=O)C(=O)/C(=C(/O)c2ccc(S(=O)(=O)N3CCOCC3)cc2)C1c1ccc(C(C)(C)C)cc1 (stereo not given) | ? | .
CC(C)c1ccc(C2CC(=O)c3cnc(N4CCc5ccccc5C4)nc3C2)cc1 (stereo not given) | -15% | 0
CC1CCN(CCCNc2cc(NCCO)c([N+](=O)[O-])c3nonc23)CC1 | -4% | 4
Cn1c(=O)[nH]c(=O)c2c1nc(N1CCOCC1)n2CCN1CCOCC1 | ? | .
CC(NC(=O)CNC(=S)N(Cc1cccs1)C1CCCC1)c1ccccc1 (stereo not given) | 1% | -7
CN(C(=O)COc1cc(=O)n(C)c2ccccc12)c1cccc(Cl)c1 | 8% | 0
OCC1CCCN(C(=S)Nc2ccc(Oc3ccccc3)cc2)C1 (stereo not given) | 0% | 19
COC(=O)C1=C(C(C)=O)C(c2ccc(C)cc2)n2nnnc2N1 (stereo not given) | -1% | 5
Nc1ccccc1-c1nc2ccccc2[nH]c1=O | ? | .
O=C(Oc1ccc(C(=S)N2CCOCC2)cc1)c1ccc(F)cc1 | ? | .
COc1ccc(OC(C)C(=O)Nc2cccc([N+](=O)[O-])c2)cc1 (stereo not given) | ? | .
O=C(c1n[nH]c(=O)c2ccccc12)N1CCN(Cc2ccc3c(c2)OCO3)CC1 | 27% | -3
Cc1ccc2c(c1)N=C(c1ccccc1)CC(C(Cl)Cl)=N2 | -11% | -17
COCCn1c(C)cc(C(=O)COc2ccc(N(C)S(=O)(=O)c3ccc(C)cc3)cc2)c1C | ? | .
COc1cc(OC)cc(-c2nnc(SCC(=O)NCc3cccs3)o2)c1 | ? | .
NS(=O)(=O)c1ccc(NC(=S)N2CCN(Cc3ccc(Cl)c(Cl)c3)CC2)cc1 | ? | .
O=C(O)C1CC(c2cccc(Br)c2)=NO1 (stereo not given) | i | .
Cc1cc(C)cc(NC(=O)c2ccc(S(=O)(=O)NCc3cccnc3)cc2)c1 | 16% | 5
O=C(Cn1nc(-c2ccccc2)ccc1=O)Nc1ccc(N2CCN(C(=O)c3ccccc3)CC2)cc1 | 3% | -1
COc1ccc(N2CCN(C3CCCN(S(=O)(=O)c4ccccc4)C3)CC2)cc1 (stereo not given) | i | 5
COc1ccc(NC(=O)CCc2nnc3ccc(NCc4ccc5c(c4)OCO5)nn23)cc1 | -18% | 25
CC(C)c1ccc(N(CC(=O)NCc2ccco2)C(=O)CCC(=O)Nc2ccccn2)cc1 | i | -17
O=C(NNC(=O)[C@H]1CC=CC[C@H]1C(=O)O)c1ccc(Cl)cc1Cl | 2% | 10
O=C(C1CCCN(S(=O)(=O)c2ccc(F)cc2)C1)N1CCCC1 (stereo not given) | -3% | -1
CCc1ccccc1N(CC(=O)NCc1ccco1)C(=O)c1snc(C(N)=O)c1N | i | 2
Clc1ccc(-c2cn3c(n2)-c2ccccc2C3)cc1Cl | -10% | -7
Cc1cc2[nH]c3ccccc3c2c(C)n1 | 16% | 11
Cc1ccc(C)c(NC(=O)CCC(=O)NNC(=O)c2cccc([N+](=O)[O-])c2)c1 | i | .
CC(C)CN(C(=O)COc1ccc2ccc(=O)oc2c1)C1CCS(=O)(=O)C1 (stereo not given) | i | -23
O=C(/C=C/c1ccccc1)NC(=S)NNC(=O)c1cnccn1 | ? | .
O=C(C1CCCC1)N1CCC(CC2CC(c3ccc(Cl)cc3)=NO2)(C(=O)NCC2CCCCC2)CC1 (stereo not given) | ? | .
COc1ccc(C2c3[nH]c4ccccc4c3CCN2Cc2ccoc2)c(F)c1 (stereo not given) | 6% | 3
CCN(CC)S(=O)(=O)c1ccc(NC(=O)C2COc3ccccc3O2)cc1 (stereo not given) | -10% | -15
N#C/C(=C\c1ccc(Cl)cc1)c1nc(-c2ccco2)cs1 | ? | .
O=C(O)C(Cc1ccccc1)N1C(=O)C2CCCCC2C1=O (stereo not given) | 0% | 15
COc1ccc(N=C2CC(C)(C)CC(=O)/C2=C(/O)c2ccccc2)cc1 | ? | .
O=C(c1ccco1)N1CCN(C(=O)C(c2ccccc2)c2ccccc2)CC1 | -1% | -8
COc1cccc(-c2cc(C(F)(F)F)n3nc(N)nc3n2)c1 | i | 3
COc1cc(OC)cc(C(=O)Nc2nc(CC(=O)NCc3ccc(F)cc3)cs2)c1 | ? | .
CCOC(=O)c1sc(NC(=O)/C=C/c2ccccc2)nc1C | 9% | -1
Cc1ccccc1CN1CCN(c2nc3ccccc3s2)CC1 | 16% | 0
Cc1ccccc1-c1nnn(CC(=O)c2ccc(S(=O)(=O)N3CCCC3)cc2)n1 | 11% | -14
COc1ccc(OCC(=O)Nc2ccc(N3CCOCC3)c(Cl)c2)cc1 | ? | .
O=C(Nc1ccc2c(c1)nc1n2CCOC1)c1ccco1 | ? | .
Cc1ccc(S(=O)(=O)[N-]c2nc3ccccc3nc2-n2cc[n+](CCC(C)C)c2)cc1 | i | .
Cc1cccn2c(CN(C)CC3Cc4ccccc4O3)c(C(=O)N3CCCCC3)nc12 (stereo not given) | 6% | -1

(listing goes on)
SMILES | Lipid storage S3 | Lipid storage S3 cell count max
O=C1/C(=C\c2ccc(O)cc2)SC(=S)N1/N=C/c1ccc(O)cc1 | ? | .
CCC(=O)c1ccc(N2CCN(C(=O)c3ccc(Br)cc3)CC2)c(F)c1 | -6% | 26
CCCCN1CCNC[C@H]1Cc1ccc(O)cc1 | -1% | -8
N#C/C(=C(/O)c1ccccc1F)c1nc2cc(C(F)(F)F)ccc2s1 | ? | .
O=C(Cn1cnc2c(nnn2-c2ccc(F)cc2)c1=O)NCc1ccco1 | i | .
O=C(CNC(=O)Cc1ccccc1)NCC(=O)OCC(=O)c1ccccc1Cl | ? | .
CC(=O)Nc1ccc(NC(=O)COc2ccccc2C(=O)Nc2cccc(Cl)c2Cl)cc1 | ? | .
COc1cccc(NC(=O)CSc2nnc(Cn3cnc([N+](=O)[O-])n3)n2C)c1 | 19% | 5
COc1cc(C(=O)Nc2cccc(C(C)=O)c2)cc(OC)c1OC | 6% | 9
O=C(CSc1ccc(-c2ccccc2)nn1)NCc1ccco1 | ? | .
CCOC(=O)c1ccc(NC(=O)Oc2ccccc2)cc1 | ? | .
O=C(Nc1nc2c(F)c(F)c(F)cc2s1)c1ccco1 | ? | .
CCN(CC)c1nc(Nc2ccc(Cl)cc2)nc(OCC#N)n1 | ? | .
CCOC(=O)C(C)Sc1nnc2n1C(C)(C)Cc1ccccc1-2 (stereo not given) | -1% | 1
O=C(CCSc1ccccn1)Nc1ccc(Br)cc1 | -8% | -14
CCn1cc(C(=O)O)c(=O)c2cc(F)c(N3CCN(C(=S)NC(=O)c4cccc(C)c4)CC3)cc21 | -7% | -16
CC1CCc2sc(C(=O)NN)cc2C1 (stereo not given) | 3% | 6
Cc1cc2oc(C(=O)Nc3c(C)n(C)n(-c4ccccc4)c3=O)c(C)c2cc1Cl | 23% | 13
O=C(COC(=O)c1c2c(nc3ccccc13)CCCC2)Nc1ccc2c(c1)OCO2 | -2% | .
CN1/C(=C/C(=O)c2cccs2)Sc2ccccc21 | ? | .
O=C(/C=C/c1cccc([N+](=O)[O-])c1)N1CCN(Cc2ccccc2)CC1 | ? | .
O=C(c1ccc(C(F)(F)F)cc1)n1ccc(-c2cccs2)n1 | 15% | -2
CCOc1ccc(N(CC(=O)NC2CCCC2)S(=O)(=O)c2c(C)noc2C)cc1 | 16%[9.22 µM] | .
Cc1cccc(N2CC(C(=O)NCCC3=CCCCC3)CC2=O)c1C (stereo not given) | i | .
Cn1c(Cn2c(=O)sc3ccccc32)nnc1SCC(=O)NCc1ccc(F)cc1 | -17% | -10
O=C(Cc1c(F)cccc1Cl)N1CCN(C(=O)c2ccco2)CC1 | ? | .
C=CCc1ccccc1OCCCCN1CCCC1 | ? | .
O=[N+]([O-])c1ccc(-c2csc(Nc3ccccc3)[n+]2Cc2ccccc2)cc1 | 13µM* | -27*
N#CCSc1nc2ccccc2c(=O)n1CCC(=O)NCCc1ccccc1 | ? | .
CCNC(=O)CSc1nnc(-c2cccc(S(=O)(=O)N3CCOCC3)c2)o1 | ? | .
Cc1cc(SCC(=O)OCC(=O)N(C)C2CCS(=O)(=O)C2)c(C)cc1Br (stereo not given) | ? | .
Cc1ccc(C)n1-n1cnc2sc3c(c2c1=O)CCCCC3 | 5% | -5

Filtered by structure: those above with a nitro group on carbon (8)
SMILES | Lipid storage S3 | Lipid storage S3 cell count max
O=C(COC(=O)C1CCCCC1)Nc1cc([N+](=O)[O-])ccc1F | -1% | -3
COc1cccc(C(=O)Nc2c3c(nn2-c2ccc([N+](=O)[O-])cc2)CS(=O)(=O)C3)c1 | ? | .
CC1CCN(CCCNc2cc(NCCO)c([N+](=O)[O-])c3nonc23)CC1 | -4% | 4
COc1ccc(OC(C)C(=O)Nc2cccc([N+](=O)[O-])c2)cc1 (stereo not given) | ? | .
Cc1ccc(C)c(NC(=O)CCC(=O)NNC(=O)c2cccc([N+](=O)[O-])c2)c1 | i | .
COc1cccc(NC(=O)CSc2nnc(Cn3cnc([N+](=O)[O-])n3)n2C)c1 | 19% | 5
O=C(/C=C/c1cccc([N+](=O)[O-])c1)N1CCN(Cc2ccccc2)CC1 | ? | .
O=[N+]([O-])c1ccc(-c2csc(Nc3ccccc3)[n+]2Cc2ccccc2)cc1 | 13µM* | -27*

Not all compounds are listed (hit frequency here may not be typical).
